Screening data (PubChem)
SENP8 block-1 – inhibitors of human SENP8 protease | recombinant SENP8, Nedd8 substrate fluorescence | AID 602440 | inhibition, % at 20 µM | hit rate 0.64% among 360,000; in the data active = inhibition mostly above about 40%, no sharp cut-off; inactive = mostly below about 27%
HKDC1 inh – inhibitors of human hexokinase HKDC1. Q2TB90. recombinant HKDC1, G6PDH/diaphorase resazurin coupled fluorescence. inhibition, % at 20 µM. hit rate 0.16% among 340,000. AID 493160;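 active = inhibition above about 35% when tested at 20 µM, limit read from the data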;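 also: plate controls were DMSO wells with enzyme for no effect and DMSO wells lacking enzyme for full effect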
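Assay system: in-house recombinant HK5 (HKDC1) enzyme. Input: HKDC1 at 5 µg/mL. Medium: Tris pH 8.0 buffer with MgCl2, Tween-20, BSA, BME. Dosing: single 20 µM dose. Schedule: 90 min reaction incubation at room temperature, dark. Signal: resazurin-to-resorufin fluorescence via G6PDH and diaphorase coupling, 525/613 nm. Controls: DMSO-enzyme wells negative, buffer-substituted wells positive.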
SENP7 block – SENP7 protease inhibition. hit rate 1.5% among 330,000. recombinant SENP7, Z-RLRGG-aminoluciferin luminescence, 40 min. Q9BQF6. inhibition, % at 5 µM;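 active = inhibition above about 50% at the single test dose, limit read from the data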;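 also: plate controls were DMSO with enzyme for no effect and no enzyme buffer wells for full effect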
Target sequence (Q9BQF6 706-1050 limits assumed): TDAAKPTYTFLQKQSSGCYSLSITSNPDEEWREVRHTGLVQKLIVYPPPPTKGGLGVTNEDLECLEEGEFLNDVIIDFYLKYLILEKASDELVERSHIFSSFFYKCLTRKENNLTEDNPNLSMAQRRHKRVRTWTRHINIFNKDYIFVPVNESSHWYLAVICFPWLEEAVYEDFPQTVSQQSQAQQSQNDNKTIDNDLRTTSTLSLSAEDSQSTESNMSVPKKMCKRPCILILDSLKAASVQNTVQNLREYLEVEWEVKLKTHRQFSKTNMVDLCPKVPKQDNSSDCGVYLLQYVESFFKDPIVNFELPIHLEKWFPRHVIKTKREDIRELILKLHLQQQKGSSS
SENP6 block – inhibitors of human SENP6 protease; hit rate 1.8% among 330,000; Q9GZR1; AID 2599; inhibition, % at 10 µM; Recombinant SENP6 catalytic domain, aminoluciferin luminescence;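 active = inhibition above about 50% at the single tested dose, limit read from the data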;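 also: plate controls were DMSO wells with enzyme for no effect and DMSO wells lacking enzyme for full effect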
Target sequence (Q9GZR1 628-1112 limits assumed): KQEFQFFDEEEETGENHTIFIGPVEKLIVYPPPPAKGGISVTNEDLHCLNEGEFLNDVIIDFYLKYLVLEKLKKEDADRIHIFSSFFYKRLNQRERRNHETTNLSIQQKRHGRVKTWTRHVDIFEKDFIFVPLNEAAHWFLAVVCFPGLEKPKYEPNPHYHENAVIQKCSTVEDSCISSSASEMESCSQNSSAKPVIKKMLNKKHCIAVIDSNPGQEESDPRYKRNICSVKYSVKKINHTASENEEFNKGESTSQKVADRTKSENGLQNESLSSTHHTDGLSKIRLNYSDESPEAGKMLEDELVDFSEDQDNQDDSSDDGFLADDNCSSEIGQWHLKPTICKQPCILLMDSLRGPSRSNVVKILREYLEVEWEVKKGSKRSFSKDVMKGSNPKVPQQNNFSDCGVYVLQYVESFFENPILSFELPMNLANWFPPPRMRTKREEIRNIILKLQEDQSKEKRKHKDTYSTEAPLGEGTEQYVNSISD
PfG6PD inh – PfG6PD (Plasmodium falciparum) enzyme inhibition. PfGluPho enzyme, NADPH resazurin-diaphorase fluorescence. AID 504690. inhibition, % at 20 µM. hit rate 0.78% among 350,000;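 active = inhibition reaching at least a set limit at 20 µM in the primary screen, cut at about 59% in these data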;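 also: 0% = DMSO wells with substrate and 100% = DMSO wells lacking glucose-6-phosphate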
SENP8 block-2 – inhibitors of human SENP8 protease; inhibition, % at 10 µM; AID 2540; purified SENP8, Z-RLRGG-aminoluciferin cleavage, luminescence; hit rate 1.2% among 330,000; in the data active = inhibition above about 50%
Apaf-1 inh – inhibitors of human Apaf-1 apoptosome | O14727 | reconstituted apoptosome caspase-3 activity, DEVD-Rh110 fluorescence | inhibition, % at 20 µM | hit rate 0.71% among 330,000; active = inhibition of at least 40% at 20 µM;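 also: plate controls were DMSO wells for no effect and DEVD-CHO caspase inhibitor wells for full effect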
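Material: reconstituted apoptosome with Apaf-1, cytochrome c, caspase-9, procaspase-3, dATP; medium: pH 7.5 Hepes buffer with CHAPS, BSA, DTT; also added: cytochrome c and DEVD-Rh110 substrate; timing: 30 min plus 50 min, RT; signal: Rh110 fluorescence intensity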
NALP3 yeast inh – blocks the NALP3 inflammasome reconstituted in yeast | Yeast reconstituted NLRP3/ASC/caspase-1, beta-gal luminescence, 24 h | inhibition, % at 10 µM | hit rate 0.39% among 330,000 | AID 2825;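 active = inhibition of 50% or more; inactive = inhibition below 50%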;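 also: plate controls were induced DMSO wells for no effect and uninduced yeast grown without galactose for full effect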
SENP1 inh – blocks the human SENP1 SUMO protease catalytic domain; Q9P0U3; recombinant SENP1 catalytic domain, CyPet-SUMO1-YPet FRET cleavage; inhibition, % at 10 µM; hit rate 0.21% among 360,000; AID 624204;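 active = inhibition at least 30% at 10 µM, raw YFP signal under a set limit, fluorescence ratio 0.5 to 1.5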;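 also: 0% = enzyme with DMSO and 100% = no enzyme wells; some results filed as inactive read as strong as hits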
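Material: hSENP1 catalytic domain, recombinant; medium: Tris pH 8 with BME, BSA, NP40 and catalase; compound: single concentration of 10 µM compound, 0.5% DMSO final; technique: FRET read of cyan and yellow fluorescence; timing: 50 min enzyme reaction, room temperature, light-protected; reagent: SFCypet-SUMO1-SFYpet substrate at 25 nM; control set: no-enzyme low, enzyme-DMSO high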
* = called active by the depositor; i = inactive; nt = not tested or not shown. Outcome played no part in choosing rows; overall some 4.1% were active at least once.

compound,SENP8 block-1,HKDC1 inh,SENP7 block,SENP6 block,PfG6PD inh,SENP8 block-2,Apaf-1 inh,NALP3 yeast inh,SENP1 inh
CCCCN(C(=O)C1CCN(C(=O)c2ccccc2C)CC1)c1c(N)n(CC(C)C)c(=O)[nH]c1=O,12,-2,nt,nt,-15,nt,nt,nt,2
COC(=O)[C@@]12CCCCN1[C@H](c1ccc(-c3ccc(F)cc3)c(OC)c1)[C@@H]1C(=O)N(C)C(=O)[C@@H]12,-24,6,3,7,17,4,13,15,2
COc1ccc(NC(=O)c2cc(-c3cc(C)c(C)cc3O)n[nH]2)c(OC)c1,18,-9,9,0,-16,1,8,7,-1
O=C(COC(=O)c1ccc(Cl)s1)c1cc2ccccc2o1,-4,0,9,-11,6,-12,15,10,-6
CC(NC(=O)c1cc2ccccc2o1)c1cccs1 (stereo not drawn),5,14,5,-10,-12,-8,-2,19,4
Cc1c(CC(=O)NCCCC(=O)O)c(=O)oc2cc3occ(-c4ccccc4)c3cc12,-178,1,2,4,-25,-2,2,-5,0
Nc1ccccc1SC(C[N+](=O)[O-])c1ccccc1 (stereo not drawn),8,4,0,-5,80*,8,-4,45,1
CC(C)NC(=O)C1CCCN(S(=O)(=O)c2ccc(-n3cnnn3)cc2)C1 (stereo not drawn),13,2,-9,0,-5,-11,5,-6,4
CCc1ccccc1Nc1nc(N)nc(COC(=O)C2CCN(C(=O)c3ccc(F)cc3)CC2)n1,0,1,-10,1,-2,-6,7,23,-2
Cc1ccc2nc3c(cc2c1)c(NC(=O)C1CCCO1)nn3CC(C)C (stereo not drawn),-270,8,-2,-7,-3,5,5,23,-34
Cc1cccc(C)c1OCCNC(=O)OCc1ccccc1,2,-8,-2,1,12,-1,3,35,0
CC(C)CNC(=O)COC(=O)C1c2ccccc2Oc2ccccc21,15,2,-3,-4,-11,-11,5,8,-4

Continuation.
compound,SENP8 block-1,HKDC1 inh,SENP7 block,SENP6 block,PfG6PD inh,SENP8 block-2,Apaf-1 inh,NALP3 yeast inh,SENP1 inh
Cc1cc(NC(=O)c2cc3cccc([N+](=O)[O-])c3[nH]2)ccc1F,12,0,77*,73*,51,61*,1,28,2
O=C(CCCOc1ccc(Cl)cc1Cl)NC(Cc1ccccc1)C(=O)O (stereo not drawn),13,-4,nt,nt,-17,nt,nt,nt,2
O=C(NC1CC2CCCC(C1)N2C(=O)Nc1ccccc1)C1CC1 (stereo not drawn),12,-7,0,3,6,7,-5,3,1
COc1ccc(N2CCN(c3ncnc4scc(-c5ccc(C)cc5)c34)CC2)cc1,-2,5,-4,-18,10,4,20,16,-5
CCOc1cccc(CNCCCSc2ncccn2)c1,12,-7,-9,4,1,6,0,15,0
CCc1ccc(/C=C/C(=O)c2c(C)cc(C)[nH]c2=O)cc1,10,7,5,-20,1,8,19,16,-17
CC1(C)C[C@@H](O)[C@]2(C)CC[C@]3(C)C(=CCC4[C@@]5(C)CC[C@H](O)[C@](C)(CO)C5CC[C@]43C)[C@@H]2C1 (stereo partly drawn),4,-6,-2,-10,-21,1,-7,13,1
CCCCn1c(=O)[nH]c(=O)c2c1nc(COC(=O)c1c(C)noc1C)n2CCC,-37,-3,-4,20,-14,6,-6,14,-32
COc1cc2nc(N(C)CCCNC(=O)C3CCCO3)nc(N)c2cc1OC (stereo not drawn),nt,nt,7,-8,nt,8,-10,21,nt
O=C(Nc1cccc(S(=O)(=O)N2CCOCC2)c1)c1cc([N+](=O)[O-])ccc1N1CCOCC1,19,1,6,0,6,-1,3,4,1
Cc1onc(-c2c(Cl)cccc2Cl)c1C(=O)c1c[nH]c(C(=O)NC2CC2)c1,17,-5,-6,-13,5,-4,4,13,-1
CSC1=NC2(CCCCC2)CC12C=CC(=O)C=C2,8,-13,1,-6,-2,-1,-7,25,1

Later entries.
compound,SENP8 block-1,HKDC1 inh,SENP7 block,SENP6 block,PfG6PD inh,SENP8 block-2,Apaf-1 inh,NALP3 yeast inh,SENP1 inh
Cc1ccc(Cl)cc1NC(=O)CN1CCOCC1,9,-10,-1,-15,15,3,-15,8,-2
CC1(C)Cc2c(c(-c3ccccc3)[nH]c(=O)c2C#N)CS1,i,-4,-6,-22,-32,-9,15,-10,-21
CN(C(=O)C(Cl)Cl)c1ccc(OC(=O)c2ccco2)cc1,-1,7,-6,-10,-15,13,-9,28,2
O=C(CN1C(=O)NC2(CCCC2)C1=O)N1CCN(S(=O)(=O)c2cc(Cl)ccc2Cl)CC1,1,-3,7,17,-3,0,18,19,-1
CCOc1cc(C(=S)N2CCOCC2)ccc1OC(=O)c1ccc(C)cc1,17,-3,2,20,13,-6,21,11,4
C/C(=N\NC(=O)c1ccccc1O)C1CC1,-102,-11,3,-19,-18,1,-10,8,3
COc1cccc(Nc2ncnc3sc(C)cc23)c1,-26,2,-22,-1,26,-9,-1,33,-1
c1ccc(C(=C2CCCO2)c2ccccc2)cc1,4,-2,nt,nt,-1,nt,nt,nt,4
CC(C)C(=O)N1CCN(c2ccccc2NC(=S)NC(=O)c2ccco2)CC1,10,-2,-4,-20,3,-4,9,15,1
O=[N+]([O-])c1ccc(N2CCOCC2)cc1NCCCO,18,5,-1,9,-10,1,-7,16,0
CC1CCCN(CCCOc2ccc(Cl)cc2Br)C1 (stereo not drawn),23,-11,4,-13,-11,-5,0,21,1
COc1ccc(Cl)cc1NC(=S)N1CCN(c2ccccn2)CC1,24,5,7,-4,-1,1,-1,17,3

Laid out differently: entries from further up
Results follow in this order: SENP8 block-1	HKDC1 inh	SENP7 block	SENP6 block	PfG6PD inh	SENP8 block-2	Apaf-1 inh	NALP3 yeast inh	SENP1 inh
CSC1=NC2(CCCCC2)CC12C=CC(=O)C=C2
  8	-13	1	-6	-2	-1	-7	25	1
Cc1ccc(Cl)cc1NC(=O)CN1CCOCC1
  9	-10	-1	-15	15	3	-15	8	-2
CC1(C)Cc2c(c(-c3ccccc3)[nH]c(=O)c2C#N)CS1
  i	-4	-6	-22	-32	-9	15	-10	-21
CN(C(=O)C(Cl)Cl)c1ccc(OC(=O)c2ccco2)cc1
  -1	7	-6	-10	-15	13	-9	28	2
O=C(CN1C(=O)NC2(CCCC2)C1=O)N1CCN(S(=O)(=O)c2cc(Cl)ccc2Cl)CC1
  1	-3	7	17	-3	0	18	19	-1
CCOc1cc(C(=S)N2CCOCC2)ccc1OC(=O)c1ccc(C)cc1
  17	-3	2	20	13	-6	21	11	4
C/C(=N\NC(=O)c1ccccc1O)C1CC1
  -102	-11	3	-19	-18	1	-10	8	3
COc1cccc(Nc2ncnc3sc(C)cc23)c1
  -26	2	-22	-1	26	-9	-1	33	-1
c1ccc(C(=C2CCCO2)c2ccccc2)cc1
  4	-2	nt	nt	-1	nt	nt	nt	4
CC(C)C(=O)N1CCN(c2ccccc2NC(=S)NC(=O)c2ccco2)CC1
  10	-2	-4	-20	3	-4	9	15	1
O=[N+]([O-])c1ccc(N2CCOCC2)cc1NCCCO
  18	5	-1	9	-10	1	-7	16	0
CC1CCCN(CCCOc2ccc(Cl)cc2Br)C1 (stereo not drawn)
  23	-11	4	-13	-11	-5	0	21	1
COc1ccc(Cl)cc1NC(=S)N1CCN(c2ccccn2)CC1
  24	5	7	-4	-1	1	-1	17	3

Following part:
compound,SENP8 block-1,HKDC1 inh,SENP7 block,SENP6 block,PfG6PD inh,SENP8 block-2,Apaf-1 inh,NALP3 yeast inh,SENP1 inh
O=C(NCC(=O)N(Cc1ccco1)C(C(=O)NC1CCCCC1)c1cccnc1)c1ccco1 (stereo not drawn),20,-4,-1,4,-3,6,0,7,0
COc1cccc(CNS(=O)(=O)c2c(C)[nH]c(C)c2C(=O)N2CCCC2)c1,10,-5,5,-8,2,0,-13,4,-4
Cc1ccc(C(CCN(Cc2ccccc2)C(=O)c2ccco2)c2ccco2)cc1 (stereo not drawn),-5,18,7,-11,-6,4,17,5,-14
CCOC(=O)N1CCN(C(=O)/C(=C/c2ccc(Br)cc2)NC(=O)c2ccc(OC)cc2)CC1,0,-7,-5,-28,-4,-5,3,-10,1
CCOC(=O)c1sc(NC(=O)CC(C)c2ccccc2)nc1C (stereo not drawn),11,-1,-4,-8,-3,-10,-2,23,-10
CCN(CC)CCNC(=O)C(=O)Nc1cc2c3c(c1)CCC(=O)N3CCC2,15,-1,4,-1,-13,-1,-3,4,1
CCOC(=O)C(Cc1ccc(NC(=O)/C(=C/c2ccc(OC(C)=O)cc2)NC(C)=O)cc1)N1C(=O)c2ccccc2C1=O (stereo not drawn),3,-4,11,-4,-5,-4,13,0,-1
Cc1cccc(NC(=S)NNC(=O)c2csc(C)c2)c1,5,-8,25,17,-7,20,-1,16,1
CCn1c(SCC(=O)Nc2ccccc2F)nnc1-c1ccoc1C,3,-3,-12,-35,21,-3,9,-6,0
O=C(COC(=O)c1cccc(S(=O)(=O)N2CCN(c3ccccc3)CC2)c1)NCc1ccco1,9,4,-7,-26,-7,3,8,14,-1
c1ccc(-c2cnc(CSc3nnc4ccccn34)o2)cc1,-20,-2,3,-2,13,-5,2,-2,-13
COc1cc(C2Nc3cc(Cl)c(S(N)(=O)=O)cc3S(=O)(=O)N2)cc(OC)c1OC (stereo not drawn),5,0,6,-15,3,-5,1,0,1

Carrying on:
compound,SENP8 block-1,HKDC1 inh,SENP7 block,SENP6 block,PfG6PD inh,SENP8 block-2,Apaf-1 inh,NALP3 yeast inh,SENP1 inh
CC1CC2(CCCCC2)Nc2ccc3ccccc3c21 (stereo not drawn),-414,-1,1,-5,0,-2,9,11,-70
Cc1occc1-c1nnc(SCC(=O)c2ccc(Cl)cc2)n1CC1CCCO1 (stereo not drawn),13,5,-5,0,22,11,-2,-4,2
CC(C)NC(=O)CSc1nnc(COc2ccccc2Cl)o1,4,-1,3,4,-3,-4,-1,1,1
CCC(CC)C(=O)Nc1nnc(S(=O)(=O)N2CCCc3ccccc32)s1,-3,-2,-9,-7,-4,-4,20,24,-2
N#Cc1cccc(S(=O)(=O)N2CCN(c3ccnc4cc(Cl)ccc34)CC2)c1,-73,18,-2,5,24,-3,-135,-3,1
